Bioassay records as filed in PubChem BioAssay.
HER2 expr 66K = Her2 kinase expression inhibition; P04626; SKBR-3 HER2 protein level, AlphaScreen, 18-24 h; hits give low values; HER2 level % of control, % at 10 µM; actives 0.69% (n = 65,000); AID 645;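 active = HER2 level under 5% of the carrier-only control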;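 also: 100% = DMSO carrier and 0% = 500 nM PU-H71 HSP90 inhibitor; lower value means stronger loss of Her2 protein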
5HT1E ag = activates the human 5-HT1E serotonin receptor; activation, % at 6 µM; actives 0.69% (n = 65,000); CHO 5-HT1E Ga15 NFAT-bla reporter, FRET; 0% DMSO wells, 100% control agonist wells; AID 574;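 active = activation above a set limit, the screen-wide mean activation plus 3 SD, cut at about 8.5% in these data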;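 also: 100% = positive control agonist at 1 µM giving full maximal response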
M1 antag = blocks the rat M1 muscarinic receptor response to acetylcholine; CHO-M1 cells, Fluo-4 calcium, ACh EC80 antagonist mode; hits give low values; B-score at 10 µM; actives 3.4% (n = 64,000);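 active = calcium fluorescence response, raw or row-and-column corrected B-score, differing from the plate sample mean either way at a set confidence level, mostly lower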
Target sequence (P08482 whole entry, looked up): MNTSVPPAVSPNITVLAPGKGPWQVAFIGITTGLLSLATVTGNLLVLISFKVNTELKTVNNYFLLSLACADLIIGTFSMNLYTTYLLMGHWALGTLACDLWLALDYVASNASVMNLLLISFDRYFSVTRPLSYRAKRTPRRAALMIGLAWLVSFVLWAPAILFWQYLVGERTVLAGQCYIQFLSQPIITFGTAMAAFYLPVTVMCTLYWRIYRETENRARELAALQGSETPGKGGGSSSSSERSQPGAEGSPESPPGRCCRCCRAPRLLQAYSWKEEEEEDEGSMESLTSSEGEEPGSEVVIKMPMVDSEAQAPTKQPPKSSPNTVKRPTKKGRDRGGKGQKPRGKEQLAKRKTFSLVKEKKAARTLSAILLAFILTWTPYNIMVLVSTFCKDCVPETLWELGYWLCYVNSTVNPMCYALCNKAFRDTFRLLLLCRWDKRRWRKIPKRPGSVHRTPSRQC
M1 agonist = activates the M1 muscarinic receptor. CHO-M1 cells, Fluo-4 calcium fluorescence, agonist mode; hits give high values. B-score at 10 µM. actives 3% (n = 64,000). AID 626;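 active = fluorescence rise, raw or as B-score row- and column-corrected plate score, outside the 99.7% band of its plate's samples, either direction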
S1P3 agonist = agonists of human S1P3 receptor; Q99500; S1P3 NFAT-BLA reporter cells, agonism, FRET ratio; relative to 1 µM S1P, basal subtracted; AID 373; activation, % at 4.5 µM; actives 0.1% (n = 60,000);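 active = activation above the screen-wide mean plus 3 SD, cut at about 4.5% in these data, passing the limit was not always enough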; also: some compounds called inactive have numbers as strong as hits
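Material: Human S1P3 NFAT-BLA reporter CHO cells | Incubation: Overnight plating, 4 h compound 37 °C, 2 h substrate RT | Signal: FRET β-lactamase substrate fluorescence, excitation 405 nm, 460/535 nm emission ratio, background-subtracted | Compound: 4.5 µM final, single dose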
HEK293 NFkB inh = inhibitors of the PMA/ionomycin-induced NF-kB reporter in HEK293 cells; HEK-293 NF-kB luciferase reporter, luminescence; inhibition, % at 3 µM; actives 0.21% (n = 62,000);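 active = inhibition above the mean of all tested compounds plus 3 SD, cut at about 40% in these data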;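 also: 0% = stimulated DMSO wells and 100% = 10 µM reference inhibitor 5653914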
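Timing: 1 h pretreatment, 16 h stimulation, 37 °C; system: HEK-293 cells with stable firefly luciferase reporter driven by four HIV NF-kB elements; doses: 3 µM once, 0.30% DMSO; measured by: luciferase luminescence; control set: DMSO and 10 µM reference inhibitor; repeats: single test; reagent: PMA plus ionomycin mix as NF-kB-activating stimulus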
S1P1 ag-PAM = agonists and agonism potentiators of human S1P1 receptor; activation, % at 9.5 µM; P21453; S1P1 CRE-bla cells, forskolin, beta-lactamase FRET, potentiator mode; S1P1 agonist co-added at EC20, 2 nM; 100% = saturating reference agonist, 0% = basal; actives 0.57% (n = 56,000); AID 449;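 active = activation above a cutoff set at the mean activation of all tested compounds plus 3 SD, cut at about 54% in these data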;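 also: forskolin at 4 µM as EC80 and the EC20 agonist is SEW2871; 100% = SEW2871 at its EC100 plus forskolin at EC80; some compounds past the cut are filed as inactive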
Target sequence (P21453 whole entry, looked up): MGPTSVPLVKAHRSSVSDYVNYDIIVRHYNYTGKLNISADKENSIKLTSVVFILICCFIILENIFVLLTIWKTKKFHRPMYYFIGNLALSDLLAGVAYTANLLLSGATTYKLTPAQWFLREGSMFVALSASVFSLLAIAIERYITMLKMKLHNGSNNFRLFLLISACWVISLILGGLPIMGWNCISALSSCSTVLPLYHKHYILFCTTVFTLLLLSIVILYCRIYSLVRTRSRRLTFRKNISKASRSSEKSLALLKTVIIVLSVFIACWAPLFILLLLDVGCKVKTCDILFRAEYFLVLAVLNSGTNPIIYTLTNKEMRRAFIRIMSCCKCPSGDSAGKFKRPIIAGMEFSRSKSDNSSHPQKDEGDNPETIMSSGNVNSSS
HTR1E antagonist = antagonists of human 5-HT1E serotonin receptor; AID 571; inhibition, % at 6 µM; actives 0.99% (n = 65,000); CHO 5-HT1E Ga15 NFAT-bla reporter, FRET, antagonist; P28566;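 active = inhibition above a set limit, the mean inhibition across every tested compound plus 3 SD, cut at about 29% in these data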;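 also: signal is the 460 over 535 nm emission ratio of beta-lactamase substrate; 0% = agonist plus DMSO wells and 100% = wells without agonist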
Jurkat tox 60K = reduces viability or proliferation of Jurkat cells; inhibition, % at 4 µM; Jurkat E6.1 viability, ATP luminescence, 48 h; actives 1.2% (n = 56,000); AID 463;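 active = inhibition above the mean inhibition of all tested compounds plus 3 SD, cut at about 28% in these data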
The depositor's hits bear a star; . = not tested or not shown. Not a hit list; 9.2% or so of the library scored in one or more.

SMILES,HER2 expr 66K,5HT1E ag,M1 antag,M1 agonist,S1P3 agonist,HEK293 NFkB inh,S1P1 ag-PAM,HTR1E antagonist,Jurkat tox 60K
CC(C)C(NS(=O)(=O)c1cccs1)C(=O)NCc1ccc2c(c1)OCO2 (centres undefined),106,0.7,-0.022,0.73,-0.3,6,-7,-11,-4
CCC1Oc2ccccc2N(CC(=O)Nc2ccc3c(c2)OCCO3)C1=O (centres undefined),90,-0.6,-0.27,0.32,.,4,.,-1,.
O=C1C=C(N(CCO)CCO)C2(CCCCC2)O1,85,0.0,-0.48,0.0031,-0.7,8,.,-1,-8
COc1ccc(NC(=O)c2ccc(OC)cc2)cc1,105,-0.6,0.034,0.8,-1.0,-24,1,11,4
CCCCNC(=O)CCSc1nc2nc(C)cc(C)n2n1,108,-0.5,-0.051,0.43,-0.8,9,-34,-4,8
O=c1c2oc3ccccc3c2ncn1Cc1ccccc1Cl,104,0.6,-2.6,-0.88,.,9,.,14,.
CCOC(=O)CSc1nc(C)c(C(C)=O)cc1C#N,115,-0.6,0.37,-0.36,-3.7,.,-6,3,.
O=c1ccsn1Cc1ccccc1,114,1.0,0.019,-0.47,0.7,3,-24,-11,-3
CCCn1c(OC)nc2c1c(=O)n(C)c(=O)n2C,74,0.1,0.56,0.76,-0.5,4,-11,6,-2
C=CCn1c(SCC(=O)c2cc(C)n(CC3CCCO3)c2C)nnc1-c1ccccc1 (centres undefined),53,0.6,-0.39,-0.47,-0.5,21,-1,-5,-6
CCOC(=O)C1CCN(C(=O)CNC(=O)OC(C)(C)C)CC1,112,2.2,0.53,0.0095,-0.3,9,-3,3,-3
CCOc1cccc(C(=O)Nc2cccc(-c3nnc(-c4ccccc4)o3)c2)c1,94,0.0,0.085,0.41,-1.1,8,.,-1,-3
CN(C)CCN1C(=O)C(O)=C(C(=O)c2cc3ccccc3o2)C1c1ccc(N(C)C)cc1 (centres undefined),79,1.6,0.08,-0.68,-0.2,8,-14,-10,2
CC(C)C(C(=O)Nc1nccs1)c1ccccc1 (centres undefined),93,0.4,0.022,-0.71,-0.8,1,-4,-1,0
CCOc1ccccc1N1CC(C(=O)Nc2ccc(C(=O)O)cc2)CC1=O (centres undefined),95,-0.2,0.25,0.4,-0.4,3,8,-8,-2
Cc1cc(/C=N/n2cnnc2)c(C)n1-c1ccc(OCc2ccccc2F)cc1,71,-0.1,-0.95,0.15,-1.1,-1,142*,29*,12
O=C(CC1Oc2ccccc2NC1=O)NCCc1ccccc1 (centres undefined),97,0.8,0.36,-0.59,-0.7,7,-25,1,0
Nc1ncc(-c2cc3ccccc3oc2=O)s1,113,-0.6,-0.032,-0.74,-0.4,-44,-4,-4,7
Cn1ccnc1Sc1nc(Nc2cccc(Cl)c2)nc(N2CCOCC2)n1,50,0.1,0.68,0.49,1.0,5,-31,18,2
COc1ccc(C(=O)Nc2ccc(Cl)cc2C(=O)NCCO)cc1,95,-0.3,0.2,-0.12,9.7,-2,15,16,6
CC1=C(C(N)=O)C(c2ccc(Cl)cc2Cl)n2ncnc2N1 (centres undefined),104,-0.2,0.26,-0.19,-0.5,15,-16,-1,1
CS(=O)(=O)N(CC(=O)Nc1cccc(F)c1)Cc1ccccc1,63,-0.8,-0.58,-0.15,-0.7,16,.,2,4
OCCNc1nc2ccc(Cl)cc2[nH]1,147,0.6,-0.84,-0.74,-1.1,6,.,1,-3
COc1ccc(S(=O)(=O)Cc2ccc(C(=O)N3CCN(C4CCCCC4)CC3)o2)cc1,96,-0.4,-0.53,-0.82,-1.7,9,11,4,9

Whole records from above. Order of values: HER2 expr 66K | 5HT1E ag | M1 antag | M1 agonist | S1P3 agonist | HEK293 NFkB inh | S1P1 ag-PAM | HTR1E antagonist | Jurkat tox 60K
COc1ccc(C(=O)Nc2ccc(Cl)cc2C(=O)NCCO)cc1 is listed as 95 | -0.3 | 0.2 | -0.12 | 9.7 | -2 | 15 | 16 | 6
COc1ccc(S(=O)(=O)Cc2ccc(C(=O)N3CCN(C4CCCCC4)CC3)o2)cc1 is listed as 96 | -0.4 | -0.53 | -0.82 | -1.7 | 9 | 11 | 4 | 9
Cn1ccnc1Sc1nc(Nc2cccc(Cl)c2)nc(N2CCOCC2)n1 is listed as 50 | 0.1 | 0.68 | 0.49 | 1.0 | 5 | -31 | 18 | 2

Carrying on.
SMILES,HER2 expr 66K,5HT1E ag,M1 antag,M1 agonist,S1P3 agonist,HEK293 NFkB inh,S1P1 ag-PAM,HTR1E antagonist,Jurkat tox 60K
COc1ccc(Cn2c(C)nc3oc4cc(OC)ccc4c(=O)c3c2=O)cc1,105,-0.5,-0.25,-0.4,0.1,0,-1,7,2
O=C(Cn1nc(C(=O)O)c2ccccc2c1=O)NCC1CCCO1 (centres undefined),.,0.4,0.045,0.034,.,-2,.,-5,.
CCOC(=O)c1ccc(NC(=O)CSc2nnc(Cn3c(=O)sc4ccccc43)n2C)cc1,47,0.7,0.19,2.3*,-0.5,11,3,-6,1
Cc1ccc(S(=O)(=O)N2CCN(C(=O)CN3CCCC3)C2)cc1,101,0.1,0.087,0.75,-0.4,11,-16,-10,0
O=C(CN(Cc1ccccc1F)C(=O)c1ccco1)NCc1ccc(F)cc1,72,-1.0,-0.76,-0.32,-0.6,11,12,-2,-1
c1ccc(OCCCc2nc(-c3cccnc3)no2)cc1,123,-0.5,-0.28,-0.87,0.0,7,.,1,-8
O=C(O)C1CCCCC1C(=O)NCCc1c[nH]c2ccccc12 (centres undefined),96,99*,0.0095,0.17,-0.3,23,12,14,-4
Fc1ccc(C2CC(c3ccc(F)cc3)n3ncnc3N2)cc1 (centres undefined),111,2.0,0.073,-0.59,-0.5,4,3,6,-6
CCCC12CN3CC(C)(CN(C1)C3c1ccc3c(c1)OCO3)C2=O (centres undefined),93,0.1,-0.34,-0.78,0.1,4,1,-7,3
CCN(CC)c1ccc(NC(=O)Nc2ccc(C(C)=O)cc2)cc1,143,0.9,.,.,-1.3,22,16,1,-6
Cc1ccsc1C(=O)OCC(=O)NCc1ccc2c(c1)OCO2,121,0.7,0.48,0.28,-0.5,10,1,-2,2
OCC1N=C(c2ccccn2)OC1c1ccccc1 (centres undefined),102,-0.2,.,.,-2.6,2,-4,11,-7
COc1cc(C(=S)N2CCCC2)ccc1O,150,-0.5,0.21,-0.91,-0.2,10,-13,1,-5
Cc1ccc2cc(CN(C(=O)c3ccncc3)C(C)C)c(=O)[nH]c2c1,109,-0.2,-0.18,-0.22,-0.4,12,2,8,-9
CC1CCCCN1C(=O)c1ccc(C(=O)N2CCCCC2C)cc1 (centres undefined),117,0.7,1.1,1,-1.9,4,1,4,-2
Cc1ccc(CC2(O)CC(C)N(C)CC2C)c(C)c1 (centres undefined),104,-0.7,0.12,1.2,0.0,13,-13,2,-3
O=C(CC(SCCO)c1ccc2c(c1)OCO2)c1cccs1 (centres undefined),108,0.3,0.29,-0.16,0.4,-6,-4,4,-7
Cc1ccc(S(=O)(=O)N2CCCC2C(=O)N(C)Cc2cccs2)cc1 (centres undefined),80,0.3,-0.088,0.08,0.3,15,6,-1,-3
COC(=O)C(c1cc(OC)c(O)c(OC)c1)(N1CCNC(C)C1)C(F)(F)F (centres undefined),81,0.0,0.43,-0.015,-0.6,5,-1,7,-3
Cc1ccc(C)c(OCCCC(=O)Nc2ccc(N3CCOCC3)cc2)c1,119,0.6,-0.62,0.042,-0.6,6,19,-13,4
CS(=O)(=O)N1CCC(C(=O)Nc2ccc(Cl)c(C(F)(F)F)c2)CC1,69,-0.4,-0.37,-1.8,-1.2,3,6,4,1
CCOC(=O)C1=C(C)NC(=O)NC1c1ccoc1 (centres undefined),95,0.1,0.52,0.2,-0.2,17,-3,5,-9
COc1cccc(NC(=O)CC2SC(=Nc3ccccc3)NC2=O)c1 (centres undefined),65,-0.7,-0.21,0.9,5.8,.,-21,6,.
CCOC(=O)C1CCCN(C(=O)c2cn(C)c(=O)c3cc(OC)c(OC)cc23)C1 (centres undefined),.,0.0,0.79,-1.3,.,12,.,2,.
COc1cccc(C2OC(=O)c3ccccc3N2C(C)=O)c1OC(C)=O (centres undefined),100,-0.6,0.45,-0.31,.,5,.,-7,.
CC(=O)c1ccc(N2C(=NC(=O)C(C)C)SC3CS(=O)(=O)CC32)cc1 (centres undefined),109,0.1,0.7,-0.59,1.0,5,-3,6,-8
COCC(=O)N(CCc1ccc(OC)c(OC)c1)Cc1nc2ccccc2c(=O)[nH]1,73,-0.9,0.8,-0.56,-0.7,13,-11,9,6
COc1ccc(-c2cc(C(=O)N3CC4(C)CC3CC(C)(C)C4)no2)cc1OC (centres undefined),59,2.6,-0.18,0.099,-0.9,8,-2,-8,-5
O=C(OCC(=O)N1CCOCC1)C(c1ccccc1)c1ccccc1,40,-0.4,-0.12,-0.15,-0.4,15,0,-9,-13
O=C(CC1SC(=Nc2ccccc2)N(CCCCO)C1=O)NCc1ccccc1 (centres undefined),111,-0.2,0.36,0.044,-0.1,8,-4,0,-8
CCOC(=O)N1CCN(C(=O)Cn2ccc3ccccc3c2=O)CC1,95,2.7,.,.,-1.3,-1,-14,10,-1
